From PubChem BioAssay
GLP-1R inv ag: inverse agonists of human GLP-1 receptor; P43220; HEK293 GLP-1R CRE-luciferase, luminescence, 24 h; GLP-1R form is constitutively active; Potency, µM (series often up to 38.3 µM), inactives show at the top dose activity change, negative = inhibition, actives largely listed as inhibitors; 410,000 compounds, 1.6% hits; note: % is set by controls: 0 for no effect and ±100 for the full control effect; nearly all actives have a fitted effect of over 55% in size
Target sequence (P43220 whole entry, looked up): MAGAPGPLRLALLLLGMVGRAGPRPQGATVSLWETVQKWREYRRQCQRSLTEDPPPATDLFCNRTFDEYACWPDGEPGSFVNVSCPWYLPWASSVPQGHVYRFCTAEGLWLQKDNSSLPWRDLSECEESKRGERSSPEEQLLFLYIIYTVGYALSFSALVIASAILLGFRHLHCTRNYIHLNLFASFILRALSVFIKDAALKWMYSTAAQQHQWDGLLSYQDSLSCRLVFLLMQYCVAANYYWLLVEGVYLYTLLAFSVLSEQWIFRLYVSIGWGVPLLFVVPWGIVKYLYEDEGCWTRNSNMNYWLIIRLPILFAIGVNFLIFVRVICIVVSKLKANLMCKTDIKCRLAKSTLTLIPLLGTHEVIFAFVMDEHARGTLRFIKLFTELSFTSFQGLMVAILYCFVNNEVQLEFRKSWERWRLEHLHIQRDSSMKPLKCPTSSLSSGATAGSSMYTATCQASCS
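Cells are plated, allowed 12 hours at 37 deg C, then treated with compounds for 24 hr before luciferase detection reagent is added and luminescence is read after 12 min at room temperature. The HEK293 line carries constitutively active GLP-1R with a cAMP-responsive reporter.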
HT1080 IDH1KD tx: kills HT-1080 cells with IDH1 knockdown; Potency, µM (top dose mostly 46.1 µM), without a hit: at the top dose activity, negative = toxicity, actives largely listed as cytotoxic; 360,000 compounds, 2% hits; HT-1080 IDH1 knockdown viability, ATP luminescence, 48 h;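 note: 0% = DMSO wells and -100% = cell-free medium wells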
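% activity derives from luminescence (CellTiter-Glo), normalised to DMSO and no-cell wells. HT-1080-IDH1KD cells, 750/well, had 48 h compound exposure at 37 °C.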
SW480 rereplic: induces DNA re-replication in SW480 colon adenocarcinoma cells. SW480 DNA re-replication, Hoechst DNA content imaging, 48 h. Potency, µM (top dose mostly 46.1 µM), for inactives: at the top dose re-replication activation, actives largely listed as activators. 340,000 compounds, 1.8% hits. AID 624297; note: % of control where 0% means no effect; nearly all actives have a fitted effect of over 55% in size
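DNA re-replication was detected as more nuclei of elevated Hoechst intensity after 48 hr exposure to compound (23 nL pinned per well of 250 cells).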
HT1080NT lethal: kills 2HG-producing HT-1080-NT fibrosarcoma cells | Potency, µM (titrated, usually from 46.1 µM), without a hit: at the top dose activity, negative = less viability, hits mostly cytotoxic | 360,000 compounds, 1.6% hits | HT-1080-NT fibrosarcoma viability, CellTiter-Glo ATP luminescence, 48 h | AID 686970;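 note: NT is the 2HG producing partner of a matched IDH1 knockdown line; 0% = DMSO-treated cells and -100% = media-only wells without cells; nearly all actives have a fitted effect of over 55% in size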
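HT-1080-NT fibrosarcoma cells (2HG-overproducing), 750 cells/well in RPMI with 5% FBS, dosed after 2 h and incubated 48 h at 37C. CellTiter-Glo luminescence normalized to DMSO and no-cell wells; concentration-response curves fitted and classed.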
GLP-1R agonist: activates the human GLP-1 receptor; P43220; HEK293 GLP-1R CRE-luciferase, luminescence, 4-6 h; cells express a hypersensitive GLP-1R form; Potency, µM (top dose mostly 45.6 µM), without a hit: top-dose activation, hits mostly activators; 380,000 compounds, 0.007% hits; note: % of control where 0% means no effect
HEK293 tox: cytotoxicity in counter-screen for GLP-1R inverse agonists. AID 624418. 410,000 compounds, 0.13% hits. HEK293 cAMP-luciferase reporter cells, luminescence, 24 h. Potency, µM (highest dose often 38.3 µM), without a hit: top-dose activity change, negative = inhibition, actives largely listed as inhibitors;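 note: loss of luciferase light is scored as toxicity; % is set by controls: 0 for no effect and ±100 for the full control effect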
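Quantitative HTS format, 1536 wells, 200 cells/uL seeded. Compounds: 23 nL, 24 h, 37 °C. Detection: luciferase reagent, luminescence at 12 min RT; decreased signal taken as cytotoxic.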
KB-3-1 cytotox: KB-3-1 parental cell cytotoxicity. KB-3-1 viability, CellTiter-Glo ATP luminescence, 72 h. Potency, µM (series often up to 46.1 µM), for inactives: top-dose activity change, negative = cytotoxic, most hits filed as cytotoxic. 400,000 compounds, 1.4% hits; note: % is set by controls: 0 for no effect and ±100 for the full control effect; nearly all actives have a fitted effect of over 60% in size
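Using CellTiter-Glo luminescence, growth of non-resistant KB-3-1 adenocarcinoma cells is assessed 72 h after pin-tool compound addition at 37 °C. Normalized responses across the concentration series yield fitted curves.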
KB-V1 MDR tox: KB-V1 MDR subline cytotoxicity. KB-V1 MDR cells viability, CellTiter-Glo, 72 h. Potency, µM (doses to about 46.1 µM), without a hit: at the highest dose activity change, negative = cytotoxicity, hits mostly cytotoxic. 400,000 compounds, 3.4% hits. AID 1347076; note: % is set by controls: 0 for no effect and ±100 for the full control effect; nearly all actives have a fitted effect of over 60% in size
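Potencies derive from concentration-effect curves fitted to normalized luminescence (CellTiter-Glo) of KB-V1 cells treated for 72 h at 37 degrees C in phenol-red-free DMEM containing 10% FBS.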
TDP-43 yeast inh: inhibitors of TDP-43 toxicity in yeast | Potency, µM (doses to about 46.1 µM), for the others: top-dose growth rescue (activation), actives largely listed as activators | 410,000 compounds, 1.8% hits | TDP-43 expressing yeast growth rescue, BacTiter-Glo, 24 h; note: % of control where 0% means no effect; nearly all actives have a fitted effect of over 50% in size
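Readout is BacTiter-Glo luminescence of cell growth, so inhibitors register as activators. TDP-43-expressing yeast at OD600=0.02 in galactose medium, after raffinose pregrowth to mid-log, were incubated with compound for 24 hr at 30 deg C.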
Numbers without * were called inactive; ? = inconclusive; nt = no result given; [ ] = remark or other dose. Calls come from the whole dose curve; as a rule, active = well fitted curve in the direction sought with a large enough effect; inconclusive = small, poorly fitted or top-dose-only effect, or another doubt; inactive = no such curve, though single readings can be large; an effect the other way counts as inactive or inconclusive. Potency is the fitted concentration of half-maximal effect.

(1) Cc1ccc2c(c1)N(CC(=O)NCc1ccco1)C(=O)C(C(C)C)O2 (stereo not drawn)
(2) CC1CCN(C(=O)CSc2n[nH]c(-c3ccc(F)cc3)n2)CC1
(3) NC(=O)C1CCN(CC(=O)Nc2ccccn2)CC1
(4) COC(=O)c1sccc1NC(=O)CC1C(=O)NCCN1C(=O)c1c(F)cccc1Cl (stereo not drawn)
(5) Cn1c(=O)cc(SCC(=O)NCCCN2CCOCC2)c2ccccc21
(6) CCOc1ccc(S(=O)(=O)NCCC(=O)N(C)Cc2cccs2)cc1
(7) CS(=O)(=O)c1ccc(-c2csc(C(O)(c3ccccc3)C(F)(F)F)n2)cc1 (stereo not drawn)
(8) O=C(N/N=C/c1ccc(F)cc1)c1cc(-c2ccco2)nc2ccccc12

assay / entry	1	2	3	4	5	6	7	8
GLP-1R inv ag	-27%	18%	4%	25%	58%[activator]	-10%	?	?
HT1080 IDH1KD tx	7%	nt	23%	2%	-3%	2%	0%	16µM*
SW480 rereplic	-5%	nt	-19%	-4%	-8%	-7%	nt	?
HT1080NT lethal	2%	nt	19%	3%	-2%	11%	-7%	?
GLP-1R agonist	8%	nt	-15%	14%	5%	-1%	-2%	1%
HEK293 tox	-3%	-13%	-5%	1%	21%	-23%	-15%	-30%
KB-3-1 cytotox	-5%	-3%	8%	8%	-1%	6%	-2%	?
KB-V1 MDR tox	1%	-4%	7%	8%	2%	3%	2%	?
TDP-43 yeast inh	-6%	11%	19%	3%	-5%	-6%	?	-10%

(9) COc1ccc(-c2nn(-c3ccccc3)cc2/C=C/C(=O)OCC(=O)Nc2cccc(C#N)c2)cc1
(10) CCOC(=O)c1ccc(N[C@@H]2CCN3C(=O)c4ccccc4[C@@H]3C[C@H]2O)cc1
(11) Nc1nnn(CC(=O)N/N=C/c2ccc(Cl)cc2Cl)n1
(12) CC(C)(C)c1ccc(OCC(=O)NC2CCS(=O)(=O)C2)cc1 (stereo not drawn)
(13) COc1ccccc1NC(=O)c1nn(C)c2c1CS(=O)(=O)c1ccccc1-2
(14) COc1ccc(-c2nc3c4ccccc4[nH]c(=O)n3n2)cc1
(15) c1ccc(NN(Cc2ccncc2)c2ccccc2)cc1
(16) CNC(=O)c1c(NC(=O)c2ccc(N3C(=O)CCC3=O)cc2)sc2c1CCCC2

assay / entry	9	10	11	12	13	14	15	16
GLP-1R inv ag	-25%	0%	-3%	0%	18%	9%	-19%	22%
HT1080 IDH1KD tx	?	-2%	-1%	-25%	nt	-29%	0%	4%
SW480 rereplic	10%	?	-11%	-16%	nt	4%	nt	-11%
HT1080NT lethal	?	-2%	6%	0%	nt	?	-1%	10%
GLP-1R agonist	7%	7%	5%	-8%	nt	-3%	10%	-5%
HEK293 tox	-23%	-1%	-19%	4%	1%	-1%	5%	4%
KB-3-1 cytotox	-7%	0%	2%	17%	6%	11%	-28%	2%
KB-V1 MDR tox	-15%	0%	5%	8%	15%	?	?	1%
TDP-43 yeast inh	-15%	20%	1%	-17%	20%	-10%	5%	8%

(17) COc1cccc(NC(=O)C2C3CC4OC(=O)C2C4C3)c1 (stereo not drawn)
(18) CCOc1ccc(NC(=O)Cn2nnc(-c3ccccc3NC(=O)C3CC3)n2)cc1
(19) O=C(CCNC(=O)N1CC(=O)Nc2ccccc21)NCc1ccccc1Cl
(20) O=C(CCN1CCN(CCO)CC1)Nc1ccc(OCc2ccccc2)cc1
(21) Cc1cc(Cl)ccc1NC(=O)CCC(=O)N/N=C/c1cc([N+](=O)[O-])ccc1O
(22) Cc1cc(C)n2nc(SCC(=O)N(C)c3ccccc3)nc2n1
(23) N#CCCNS(=O)(=O)c1ccc(C(=O)OCC2CCCCC2)cc1
(24) CN1OC[C@@H]2CN(S(=O)(=O)c3cc(Cl)cc(Cl)c3)[C@H](c3ccc(-c4ccc(C#N)cc4)cc3)C[C@@H]21

assay / entry	17	18	19	20	21	22	23	24
GLP-1R inv ag	-19%	?	-5%	-18%	-11%	4%	?	1%
HT1080 IDH1KD tx	14%	28%	4%	-11%	-22%	-3%	-5%	1%
SW480 rereplic	-3%	2%[9.22 µM]	nt	-4%	20%	-5%	20%	nt
HT1080NT lethal	10%	18%	-1%	-12%	-18%	3%	-15%	9%
GLP-1R agonist	14%	-1%	5%	-7%	0%	-2%	?	-6%
HEK293 tox	6%	3%	-3%	-1%	-17%	-16%	4%	7%
KB-3-1 cytotox	-2%	7%	-1%	5%	-26%	0%	29%	-10%
KB-V1 MDR tox	26%	-1%	5%	3%	?	-26%	12%	-2%
TDP-43 yeast inh	9%	3%	9%	-25%	32%	2%	-1%	?

4 records drawn at random from the list so far, as already listed:
(24) CN1OC[C@@H]2CN(S(=O)(=O)c3cc(Cl)cc(Cl)c3)[C@H](c3ccc(-c4ccc(C#N)cc4)cc3)C[C@@H]21
(7) CS(=O)(=O)c1ccc(-c2csc(C(O)(c3ccccc3)C(F)(F)F)n2)cc1 (stereo not drawn)
(14) COc1ccc(-c2nc3c4ccccc4[nH]c(=O)n3n2)cc1
(23) N#CCCNS(=O)(=O)c1ccc(C(=O)OCC2CCCCC2)cc1

assay / entry	24	7	14	23
GLP-1R inv ag	1%	?	9%	?
HT1080 IDH1KD tx	1%	0%	-29%	-5%
SW480 rereplic	nt	nt	4%	20%
HT1080NT lethal	9%	-7%	?	-15%
GLP-1R agonist	-6%	-2%	-3%	?
HEK293 tox	7%	-15%	-1%	4%
KB-3-1 cytotox	-10%	-2%	11%	29%
KB-V1 MDR tox	-2%	2%	?	12%
TDP-43 yeast inh	?	?	-10%	-1%

(cont.)
(25) CCc1nc2c(OCCOC)cccn2c1N(C)C(=O)c1ccc(C)cc1
(26) CCc1ccc([C@@H]2C[C@H]3[C@@H](CN2S(=O)(=O)c2ccc(C)cc2)C(=O)C[C@@H](c2ccc(C)cc2)N3S(=O)(=O)c2ccc(C)cc2)cc1
(27) C/C(=N/NC(=O)c1ccc(Br)o1)c1ccncc1
(28) C[C@H](CO)N1C[C@H](C)[C@@H](CN(C)S(=O)(=O)c2ccc(F)cc2)Oc2ccc(NC(=O)C3CCCCC3)cc2C1=O
(29) O=S1(=O)C[C@H](N2CC[C@@H](O)C2)[C@@H](COCc2ccccc2)N1
(30) O=C(COC(=O)c1ccc[nH]c1=O)NC1CCCCCC1
(31) CN(C)C(=O)c1nnsc1Sc1ccc(Cl)cc1
(32) COc1ccc(NS(=O)(=O)c2cccc3cccnc23)cc1

assay / entry	25	26	27	28	29	30	31	32
GLP-1R inv ag	-2%	-5%	35%	11%	26%	2%	-25%	7%
HT1080 IDH1KD tx	12%	15%	29%	4%	-1%	-13%	17%	0%
SW480 rereplic	nt	nt	-5%	-3%	nt	-1%	-3%	-5%
HT1080NT lethal	27%	1%	18%	0%	10%	-3%	11%	13%
GLP-1R agonist	12%	3%	7%	-7%	-1%	1%	11%	5%
HEK293 tox	-3%	-12%	-7%	-46%	4%	0%	-9%	-3%
KB-3-1 cytotox	0%	4%	11%	2%	0%	?	-1%	-3%
KB-V1 MDR tox	1%	?	0%	0%	-11%	-15%	0%	0%
TDP-43 yeast inh	24%	0%	17%	-8%	8%	-12%	10%	?

(33) COc1ccc(OC)c(C2=Nn3c(nnc3-c3cccc(OC(C)C)c3)SC2)c1
(34) O=C1c2ccc(Br)cc2C(=O)N1c1ccc(Cc2ccncc2)cc1
(35) CCN(c1ccccc1)S(=O)(=O)c1ccc(Cl)c(C(=O)NCC2CCCO2)c1 (stereo not drawn)
(36) CS(=O)(=O)N(CC(=O)N1CCCC1)c1cc(Cl)c(Cl)cc1Cl
(37) O=c1oc2cc(Br)ccc2n1CSC1=NCCS1
(38) O=C(COC(=O)C1CCN(S(=O)(=O)c2ccc3c(c2)OCCO3)CC1)NC1CCS(=O)(=O)C1 (stereo not drawn)
(39) O=S(=O)(c1ccc(F)cc1)N1CCN(c2ccc(F)cc2)CC1
(40) O=C(N[C@@H](Cc1c[nH]c2ccccc12)C(=O)O)C1CCN(S(=O)(=O)c2cccs2)CC1

assay / entry	33	34	35	36	37	38	39	40
GLP-1R inv ag	0%	-14%	8%	-20%	-18%	2%	-19%	12%
HT1080 IDH1KD tx	14%	-19%	16%	9%	8%[9.24 µM]	-18%	3%	-14%
SW480 rereplic	19%	-6%	-2%	2%	?	1%	?	-14%
HT1080NT lethal	0%	-12%	16%	-8%	-21%	-1%	-5%	-8%
GLP-1R agonist	23%	5%	2%	6%	0%	3%	4%	-2%
HEK293 tox	1%	3%	8%	-14%	-27%	10%	-1%	7%
KB-3-1 cytotox	5%	3%	2%	0%	-14%	-6%	-4%	4%
KB-V1 MDR tox	0%	?	?	10%	-11%	?	-2%	-5%
TDP-43 yeast inh	13%	21%	12%	-17%	13µM*	5%	21%	-2%

(41) Cc1cc(C)cc(NC(=O)CCN2CCCC2)c1
(42) c1ccc(-c2nnc3n2CCCC3)cc1
(43) OC(c1ccc2ccccc2c1)c1ncc(-c2ccc(C(F)(F)F)cc2)[nH]1 (stereo not drawn)
(44) COC(=O)c1cccc(NC(=O)c2ccc(S(=O)(=O)N3CCN(C)CC3)cc2)c1
(45) CCCCN(Cc1nc2ccccc2c(=O)[nH]1)C(=O)CN1C(=O)NC2(CCCCC2)C1=O

assay / entry	41	42	43	44	45
GLP-1R inv ag	-20%	3%	10µM*	5%	-10%
HT1080 IDH1KD tx	1%	8%	?	4%	1%
SW480 rereplic	3%	1%	nt	7%	2%
HT1080NT lethal	-12%	9%	?	16%	-2%
GLP-1R agonist	4%	-16%	-2%	1%	16%
HEK293 tox	0%	0%	-22%	7%	-16%
KB-3-1 cytotox	2%	-5%	0%	17%	-9%
KB-V1 MDR tox	29%	4%	?	4%	2%
TDP-43 yeast inh	-1%	17%	-89%[inhibitor]	9%	6%
